# Compound activity as filed in PubChem BioAssay.
# D1 antagonist – human D1 dopamine receptor antagonism; P21728; HEK293 TREx D1 cells, calcium flux, dopamine EC80; active compounds read low; activity change, negative = inhibition, % at 10 µM; actives 3.2% (n = 360,000); AID 504652; in the data active = activity change below about -30%; note: % is set by controls: 0 for no effect and ±100 for the full control effect
# Target sequence (P21728 whole entry, looked up): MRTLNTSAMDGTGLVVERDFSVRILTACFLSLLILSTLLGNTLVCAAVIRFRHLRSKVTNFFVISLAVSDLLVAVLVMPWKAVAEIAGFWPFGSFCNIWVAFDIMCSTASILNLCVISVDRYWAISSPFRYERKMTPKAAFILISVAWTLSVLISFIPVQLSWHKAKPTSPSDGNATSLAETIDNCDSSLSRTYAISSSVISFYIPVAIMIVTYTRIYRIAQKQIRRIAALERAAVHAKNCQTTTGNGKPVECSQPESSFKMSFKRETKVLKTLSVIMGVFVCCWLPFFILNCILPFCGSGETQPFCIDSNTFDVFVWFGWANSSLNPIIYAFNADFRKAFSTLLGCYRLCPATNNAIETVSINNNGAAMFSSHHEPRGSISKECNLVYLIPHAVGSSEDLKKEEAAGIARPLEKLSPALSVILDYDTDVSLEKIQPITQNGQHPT
#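 Compound effects on dopamine-evoked calcium signalling were measured in tetracycline-induced HEK293 Trex D1 cells. Dopamine at EC80 followed a 180 s compound pre-read, and fluorescence was tracked kinetically for 180 s more.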
# D1 potentiator – enhances dopamine response at the human D1 receptor | P21728 | HEK293 TREx D1 cells, calcium flux, dopamine EC20 potentiation | potentiation, % at 10 µM | actives 0.036% (n = 360,000) | AID 504651; in the data active = potentiation above about 30%; note: 0% is about no effect
# RXFP1 antag – antagonists of human relaxin receptor RXFP1. HEK293-RXFP1, relaxin-stimulated cAMP HTRF, 30 min; active compounds read low. Q9HBX9. actives 0.59% (n = 350,000). AID 1259400. activity change, negative = inhibition, % at 57.5 µM;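 active = activity change of -60% or lower, but not beyond a set lower limit; inconclusive = change between -60% and -40%, or beyond the set limit; inactive = change above -40%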; note: % is set by controls: 0 for no effect and ±100 for the full control effect
# D2 PAM – positive allosteric modulators of human D2 dopamine receptor | P14416 | HEK293 T-REx D2, calcium flux, EC20 dopamine potentiation | potentiation, % at 10 µM | actives 0.34% (n = 340,000) | AID 485347;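 active = potentiation over 3 SD above the plate norm, cut at about 30% in these data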; note: 0% is about no effect
# Target sequence (P14416 whole entry, looked up): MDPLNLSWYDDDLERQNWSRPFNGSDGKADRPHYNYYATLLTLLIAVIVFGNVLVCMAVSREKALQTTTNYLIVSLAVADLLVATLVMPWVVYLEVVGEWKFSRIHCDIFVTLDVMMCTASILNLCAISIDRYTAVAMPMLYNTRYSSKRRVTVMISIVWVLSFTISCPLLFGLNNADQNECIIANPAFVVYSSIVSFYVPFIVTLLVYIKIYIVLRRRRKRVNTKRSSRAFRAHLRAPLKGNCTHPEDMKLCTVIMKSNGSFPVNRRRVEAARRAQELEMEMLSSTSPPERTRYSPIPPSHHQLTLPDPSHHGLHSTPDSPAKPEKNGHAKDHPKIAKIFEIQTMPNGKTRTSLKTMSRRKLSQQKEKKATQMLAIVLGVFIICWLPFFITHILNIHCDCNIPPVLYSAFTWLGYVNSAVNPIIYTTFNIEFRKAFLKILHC
#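 Calcium flux readout, no-wash dye, 1 read/s. Inducible HEK293 Trex D2 line, overnight 30 C. Compound alone 180 s (agonist flags), then EC20 dopamine, another 180 s to score potentiation.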
# D2 ag – agonists of human D2 dopamine receptor. HEK293 T-REx D2 cells, calcium flux agonist mode. activation, % at 2 µM. actives 0.53% (n = 340,000). AID 485358;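 active = activation over 3 SD above normal in the single-dose calcium agonist read, cut at about 30% in these data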; note: 0% is about no effect
#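 HEK293 Trex D2 cells, tetracycline-induced, o/n 30 C 5% CO2; no-wash Ca dye, RT 30–90 min; 10-cycle baseline, 23 nl cpd added, kinetic Ca read 180 s; agonist hits = positive Ca response.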
# D1 agonist – agonists of human D1 dopamine receptor | AID 504660 | HEK293 T-REx D1 cells, calcium flux, agonist mode | actives 1% (n = 360,000) | activation, % at 2 µM | P21728; in the data active = activation above about 30%; note: 0% is about no effect
#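 Tetracycline-induced HEK293 TREx D1 cells, force-coupled to calcium signalling, were dye-loaded with a no-wash calcium kit. Compound was pin-added after a 10 s baseline. Fluorescence was read kinetically at 1 cycle/s for 180 s, with calcium rises flagged as agonism.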
# RXFP1 agonist – agonists of human relaxin receptor RXFP1 | Q9HBX9 | HEK293T-RXFP1 cAMP TR-FRET, 30 min; response scale: percent of porcine relaxin response, buffer zero | Potency, µM (titrated, usually from 57.5 µM), for the others: at the highest dose activation, most hits filed as activators | actives 0.3% (n = 370,000); active = well fitted activation curve with a large enough effect; inconclusive = small, poorly fitted or top-dose-only effect; note: potency is the fitted concentration of half-maximal effect; % is set by controls: 0 for no effect and ±100 for the full control effect; nearly all actives have a fitted effect of over 60% in size; many of its hits are not listed in these tables
#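 cAMP rise read by TR-FRET after 30 min, 37C compound exposure (up to 58 uM) in RXFP1-transfected HEK293 cells with Ro 20174 present. EC50 from Hill-equation fits, with 29 nM porcine relaxin as 100% and buffer as basal.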
# TRHR enhancer – allosterically enhances the human TRH receptor; TRHR cells, fluo-8 calcium fluorescence, EC20 TRH enhancement; enhancement, % at 2 µM; actives 0.66% (n = 360,000); in the data active = enhancement above about 30%; note: 0% is about no effect
#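 TRHR-expressing cells loaded with fluo-8 calcium dye were read kinetically (ex 480/em 530) during compound addition, then stimulated with an EC20 of TRH (10 nM final). Enhancement of the Gq-mediated intracellular calcium response was scored.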
# D2 antag – antagonizes the human D2 dopamine receptor; HEK293 TREx D2 cells, calcium flux, dopamine EC80; AID 485344; inhibition, % at 10 µM; actives 2% (n = 340,000); in the data active = inhibition above about 30%; note: 0% is about no effect
#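 Read-out: kinetic calcium fluorescence (1 cycle/s) in inducible HEK293 T-REx D2 cells after an EC80 dopamine addition that followed 180 s compound preincubation. Loss of the dopamine response indicates antagonism.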
# * hit, by the source's call; u = inconclusive; x = no result given; & = joins results of further samples. A portion of the library; rates above refer to the full screens.
No.	Molecule	D1 antagonist	RXFP1 antag	D2 ag	TRHR enhancer	D2 PAM	RXFP1 agonist	D1 agonist	D2 antag	D1 potentiator
1	CN(Cc1nc(-c2cccnc2)no1)S(=O)(=O)c1ccccc1	12	-2	1.4	1	x	2.6%	4	4	-4
2	COc1ccc(C(=S)NC2CCCCC2)cc1	27	-9	-1.2	0	-3	-1.7%	-1	-10	-3
3	CC(C)Cc1nc2oc3c(N4CCN(C)CC4)ncnc3c2c2c1CCCC2	6	x	0.6	-3	-5	0.5%	3	5	-5
4	O=S(=O)(Cc1ccc(Cl)cc1)C1CCCCC1O (stereo not drawn)	8	u	1.4	3	-6	-2.2%	1	-4	2
5	Cc1cc(C)n(CCNC(=O)c2ccc3c(c2)OCO3)n1	-11	-20	-0.6	-7	-10	0.0%	3	5	-1
6	O=C(NC1=NCCS1)c1ccc(Br)s1	4	16	-0.3	5	16	3.0%	-2	-18	-6
7	Cc1nn(-c2ccc3nncn3n2)c(C)c1CCC(=O)Nc1ccc(OC(F)(F)F)cc1	15	-16	0.5	1	11	8.6%	0	x	-6
8	O=C(Cn1nc(C(F)F)cc1C1CC1)N1CCCC1	-7	-5	1.3	4	-3	1.3%	3	-9	-2
9	O=C(CSc1n[nH]c(-c2ccccc2O)n1)N1CCCc2ccccc21	-2	20	0.1	0	16	1.8%	4	9	-2
10	COc1ccc(CCNC(=O)c2cnc3sc(N4CCOCC4)nn3c2=O)cc1OC	-28	-4	2.9	3	0	0.9%	2	x	0
11	O=C(Nc1ccc(C(=O)NCc2ccc(F)cc2)cc1)C1=CSCCO1	4	-1	0.1	0	0	2.9%	4	-20	-6
12	CCc1nn(CCCC(=O)N2CCN(c3ccc(OC)cc3)CC2)c(=O)c2cc3occc3n12	-16&16	-11	-2.0	-2&-4	-5&-18	1.5%&3.2%	1&7	-12	-8&-2
13	C/C(=N\NC(=O)c1ccncc1)c1ccc(NC(=O)c2ccc(Cl)cc2)cc1	-7	-2	-0.9	-1	-12	-1.0%	1	-2	-9
14	CCCn1c(C(O)c2cc(OC)ccc2OC)nc2ccccc21 (stereo not drawn)	-15	-1	0.0	2	-5	-1.5%	2	3	2
15	Cc1ccc(N2CCN(c3ccc(C)cc3)C(CC(=O)O)C2=O)cc1 (stereo not drawn)	-4	-20	1.4	-13	4	-0.6%	0	-13	-2
16	CCOc1ccccc1N1CC(c2nc3ccccc3n2CCCCOc2cc(C)ccc2C)CC1=O (stereo not drawn)	21	-6	x	-7	4	0.6%	12	x	3
17	COc1ccc(CCN2CC(C(=O)N(C)C3CCOCC3)CCC2=O)cc1 (stereo not drawn)	6	21	-0.4	-5	11	2.7%	8	2	-8
18	CCCCNC(=O)CSc1nc2ccc(NC(=O)CSc3nnc(N)s3)cc2s1	-1	25	-0.7	-12	-5	-0.3%	1	0	0
19	N#C/C(=C(/O)CN1CCOCC1)c1nc(-c2ccccc2)cs1	5	-13	0.5	-1	-7	-0.3%	2	-17	-7
20	Cc1nnc(NC(=O)C2CCCN(S(=O)(=O)Cc3ccccc3)C2)s1 (stereo not drawn)	12	7	-0.3	-1	3	2.7%	2	-2	-1
21	O=C(Nc1cccc(-c2cn3ccccc3n2)c1)c1cnccn1	5	5	0.3	4	6	-0.4%	0	-35	-4
22	COc1ccc(-n2c(-c3ccc(Br)cc3)c[n+]3c2CCC3)cc1	15	1	0.8	10	-13	-1.1%	1	6	1
23	C=CCn1c(COc2cccc3ccc(C)nc23)nnc1SCC(N)=O	4	-8	1.9	2	4	-1.4%	2	3	8
24	CC(=O)Nc1c(-c2ccccc2Cl)c(=O)c2ccccc2n1C	0	-1	x	6	x	2.6%	1	x	1
25	O=C(c1ccccc1F)N(Cc1ccc2c(c1)OCO2)Cc1cc2cc3c(cc2n2nnnc12)OCO3	0	-2	0.6	1	-1	2.9%	3	-9	0

# Three compounds from above, arranged by molar mass, rising.
No.	Molecule	D1 antagonist	RXFP1 antag	D2 ag	TRHR enhancer	D2 PAM	RXFP1 agonist	D1 agonist	D2 antag	D1 potentiator
2	COc1ccc(C(=S)NC2CCCCC2)cc1	27	-9	-1.2	0	-3	-1.7%	-1	-10	-3
1	CN(Cc1nc(-c2cccnc2)no1)S(=O)(=O)c1ccccc1	12	-2	1.4	1	x	2.6%	4	4	-4
18	CCCCNC(=O)CSc1nc2ccc(NC(=O)CSc3nnc(N)s3)cc2s1	-1	25	-0.7	-12	-5	-0.3%	1	0	0

# (further entries)
No.	Molecule	D1 antagonist	RXFP1 antag	D2 ag	TRHR enhancer	D2 PAM	RXFP1 agonist	D1 agonist	D2 antag	D1 potentiator
26	CCOC(=O)N1CCN(C(=O)c2ccc(S(=O)(=O)NCc3ccco3)cc2)CC1	8	-3	0.6	-4	-9	0.5%	1	14	-5
27	O=C(O)c1cc(Cl)c(Cl)cc1C(=O)Nc1cccc2ncccc12	7	12	-0.3	-10	-4	0.5%	11	1	4
28	O=C(OC1CCCCC1)c1ccc2c(c1)C1C=CCC1C(C(=O)O)N2 (stereo not drawn)	13	x	0.5	10	1	0.4%	-1	-2	-1
29	O=C(NCCN1CCCCCC1)C1CC(=O)N(CCc2ccccc2)C1 (stereo not drawn)	-9	0	1.0	3	13	1.6%	4	-7	2
30	CC1CCCC(NC(=O)COC(=O)/C=C/c2ccc(S(=O)(=O)N3CCOCC3)cc2)C1C (stereo not drawn)	-2	-8	0.7	-2	0	-2.8%	4	-6	-4
31	CC(C)N(C(=O)CSc1nnc(CNc2ccc(F)cc2)o1)C(C)C	8	13	0.6	-6	77*	1.1%	14	-14	0
32	CCn1cc(C(=O)O)c(=O)c2cc(S(=O)(=O)N(C)C)ccc21	-37*	-5	1.3	-2	-6	-0.9%	4	6	0
33	COC(=O)COc1ccc(NS(=O)(=O)c2cccc([N+](=O)[O-])c2)cc1	0	-66*	-0.2	-5	4	0.9%	6	-1	-2
34	O=C(CCCN1C(=O)CCC1=O)Nc1ccc2c(c1)OCCO2	-14	0	0.9	-1	-3	2.4%	-1	2	1
35	FC(F)(F)c1ccc2c(c1)C1C=CCC1C(c1ccncc1)N2 (stereo not drawn)	10	-26	1.3	4	-2	0.5%	0	-1	0
36	CC(Sc1cccc[n+]1[O-])C(=O)Nc1ccc([N+](=O)[O-])cc1Cl (stereo not drawn)	-10	3	-1.1	1	4	-2.3%	4	-10	4
37	ClCc1csc(N/N=C/c2cccs2)n1	-8	x	0.0	7	1	4.2%	2	1	2
38	COc1ccc(C(=O)N/C(=C\c2ccc(OC)c(OC)c2)C(=O)N2CCCCC2)cc1	6	7	0.7	21	x	1.6%	2	6	-9
39	CCc1ccccc1NC(=O)c1cc2sc(Cl)cc2n1CC	-3	-35	-0.1	-6	-3	6.0%	2	x	-4
40	Cc1ccc(C(=O)Nc2ccc3c(c2)N(C)C(=O)c2ccccc2S3)cc1F	-9	-23	0.5	3	9	3.0%	5	x	-6
41	Cc1oc(-c2ccc(Cl)cc2)nc1CN1CCCC(C(=O)NCCCN2CCOCC2)C1 (stereo not drawn)	10	-5	-0.3	-9	-2	-0.1%	1	5	-9
42	O=C(O)CC(c1ccc(C(F)(F)F)cc1)N1Cc2ccccc2C1=O (stereo not drawn)	-5	6	1.0	0	-9	5.0%	4	7	-1
43	C=CCOc1cccc(C2C(C(=O)c3cccs3)=C(O)C(=O)N2Cc2cccnc2)c1 (stereo not drawn)	3	-5	-0.2	-2	4	-1.6%	3	-2	0
44	O=C(N/N=C/c1ccc[nH]1)c1cc2ccccc2cc1O	-9	-26	0.4	-9	1	7.5%	7	-20	x
45	CCOCCCNC(=O)N[C@@H](Cc1ccccc1)C(=O)OC	12	6	0.4	0	0	-0.2%	1	-8	2
46	CN(C)S(=O)(=O)c1cccc2nsnc12	11	12	-0.1	0	1	-0.1%	2	-6	-3
47	CCC(C(=O)NC1CCC(C)CC1)n1nc(C)c2sc3ccccc3c2c1=O (stereo not drawn)	17	u	0.6	5	7	26%	1	x	0
48	O=C(O)c1ccccc1C1=Nc2ccc(O)cc2Oc2cc(O)ccc21	6	x	2.3	4	-2	-0.2%	9	15	-4
49	CCOC(=O)C1(Cc2ccc(O)cc2)NC(c2ccco2)C2C(=O)N(c3ccccc3F)C(=O)C21 (stereo not drawn)	18	1	1.1	9	4	0.9%	5	9	2
50	CC(=O)Nc1ccc(NC(=O)c2ccccc2-n2cnnn2)cc1	21	5	-0.2	-3	-3	0.7%	2	-2	-2
51	COC(=O)c1c(CSc2cccc(C)c2)noc1C(=O)NCc1ccco1	5	x	-2.4	2	-10	2.7%	8	0	-7
52	CCN(C(=S)Nc1ccc(OC(F)F)cc1)C1CCCCC1	-12	-8	0.4	7	6	1.5%	11	-20	-2
53	CC(=O)c1ccc(NC(=O)c2cc(Cl)nc3ccccc23)cc1	3	-7	-0.3	0	1	-0.5%	2	1	8
54	Cc1ccc(NC(=O)c2ccc(N(Cc3ccccc3)S(C)(=O)=O)cc2)cc1	-7	8	0.4	2	8	0.0%	2	x	1
55	Cc1ccc(C)c(Cn2c(=O)n(CCc3ccccc3)c(=O)c3c(C)c(C)sc32)c1	5	-5	-0.2	-3	-7	1.4%	0	x	1
56	CC(=O)NNc1ncnc2c1cnn2-c1ccc(C)cc1	0	-8	0.5	0	7	0.9%	4	9	-2
57	COc1ccc(CNC(=O)COC(=O)c2cnccn2)cc1	-14	6	0.5	16	-2	0.4%	0	-1	-8
58	O=C(C1CC1)N1CCN(S(=O)(=O)c2ccc3c(c2)OCCO3)CC1	-9	3	0.3	-7	-20	3.4%	-1	15	-3
59	Clc1cc(Cl)cc(Nc2ncnc(-n3cccc3)n2)c1	-14	3	-2.2	-3	9	-2.4%	8	-1	2
60	CCCCN(C(=O)c1ccc(C)c(S(=O)(=O)N2CCOCC2)c1)c1c(N)n(CC(C)C)c(=O)[nH]c1=O	-5	4	-0.2	-9	9	0.0%	1	-11	19
61	CC(=O)c1ccc(NC2=NS(=O)(=O)c3ccccc32)cc1	-8	-1	0.0	0	1	u	1	x	-1
62	CCN(CC)S(=O)(=O)c1ccc(/C=C/C(=O)OCC(=O)N(C)C)cc1	-4	6	1.5	-4	-3	-0.9%	4	0	-6
63	Cc1ccc(-n2c(=O)[nH]cc(C(=O)Nc3ccc4c(c3)OCCO4)c2=O)cc1C	14	2	0.6	0	-4	-1.3%	2	26	-7
64	O=C(NC1CCCCC1)C1CCN(S(=O)(=O)c2cccc3nsnc23)CC1	-22	-4	-0.2	1	2	-0.1%	1	-3	4

# With a hit mark in RXFP1 antag (from the list above):
no.	smiles	D1 antagonist	RXFP1 antag	TRHR enhancer	D2 PAM	RXFP1 agonist	D1 agonist	D2 antag	D1 potentiator
33	COC(=O)COc1ccc(NS(=O)(=O)c2cccc([N+](=O)[O-])c2)cc1	0	-66*	-5	4	0.9%	6	-1	-2
